# Screening results as filed in PubChem BioAssay.
# PV pol inh = poliovirus RNA polymerase inhibition | % elongation, % (compound at 16.7 µg/mL) | P03300 | 150,000 tested, 0.66% active | poliovirus polymerase elongation, fluorescence polarization; active compounds read low; in the data active = % elongation below about 90%; also: some results filed as inactive read as strong as hits
# Target sequence (P03300 1749-2209 limits assumed): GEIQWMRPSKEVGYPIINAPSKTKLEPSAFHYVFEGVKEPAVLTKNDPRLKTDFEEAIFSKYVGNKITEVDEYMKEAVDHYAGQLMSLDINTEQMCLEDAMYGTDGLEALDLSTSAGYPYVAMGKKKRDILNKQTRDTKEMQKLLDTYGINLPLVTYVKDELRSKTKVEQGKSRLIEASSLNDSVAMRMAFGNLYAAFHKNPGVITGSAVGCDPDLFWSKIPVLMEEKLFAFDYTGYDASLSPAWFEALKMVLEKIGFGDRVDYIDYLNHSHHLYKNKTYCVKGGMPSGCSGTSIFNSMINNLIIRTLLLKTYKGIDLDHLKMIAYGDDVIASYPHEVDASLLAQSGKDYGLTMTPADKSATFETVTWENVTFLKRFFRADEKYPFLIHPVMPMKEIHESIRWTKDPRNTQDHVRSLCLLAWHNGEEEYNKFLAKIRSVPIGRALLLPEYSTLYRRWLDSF
# PV pol inh FP z-score = also measured in PV pol inh; calls as there; z-score; measured here: FP z-score; hits read low
# * marks the source's active call; other numbers are inactive results. The list is partial; count on the stated rates, not on these rows.
# Results follow in this order: PV pol inh	PV pol inh FP z-score
> O=C1CC(Cc2ccccc2)C(=O)N1Cc1ccc2c(c1)OCO2 (centres undefined)
 : 102	0.3
> Cc1ccc2nc3ccc(N4CCCCCCC4)nn3c(=O)c2c1
 : 104	0.6
> COc1cc(C(=O)NCC(c2cccnc2)N2CCc3ccccc32)cc(OC)c1OC (centres undefined)
 : 102	-1.5
> CCc1ccc(NC(=O)C2CCCN(C(=O)c3cnn(-c4ccccc4)c3-n3cccc3)C2)cc1 (centres undefined)
 : 104	0.9
> CCCCc1c(O)nc(SCCN(C)C)n(-c2ccccc2)c1=O
 : 102	0
> CC(C)(Oc1ccc(Cl)cc1)C(=O)NCC1CCCO1 (centres undefined)
 : 104	-0.2
> CCCCc1nn2c(=O)cc(COC(=O)c3ccc(NC(=O)c4cccc(OC)c4)cc3)nc2s1
 : 103	-0.8
> CCC1C2CC3C4N(C)c5ccccc5C45CC(C2C5O)N3[C@@H]1O (some centres undefined)
 : 103	0.6
> CN(Cc1ccccc1)C(=O)CSc1ccc(Br)cc1
 : 100	-0.3
> CC1CCC(C(=O)NC(Cc2c[nH]c3ccccc23)C(=O)NC2CCCCC2C)CC1 (centres undefined)
 : 102	0.2
> CCCCOc1ccc(C(=O)NCCc2sc3nc(-c4ccc(OC)cc4)nn3c2C)cc1
 : 109	0.5
> CCn1c(NCc2ccc3c(c2)OCO3)nc2ccccc21
 : 100	-0.8
> COc1cc(NC(=O)CN2CCN(c3ccc(F)cc3)CC2)cc(OC)c1
 : 113	1.1
> O=C(COc1ccc(Cl)cc1)NCCCN1CCN(c2ccccc2)CC1
 : 105	1.2
> CN(C)c1ccc(C(CNS(=O)(=O)c2ccc(Br)cc2)N2CCOCC2)cc1 (centres undefined)
 : 99	-0.9
> C=CCNC(=O)CSc1nc(=O)n2cc(C)ccc2n1
 : 98	-1.7
> COc1ccc(CCNS(=O)(=O)c2ccc(F)c(C(=O)Nc3ccc(Cl)cc3)c2)cc1OC
 : 107	-0.2
> COc1ccc(CNC(=O)c2cnc(OC)cc2C(F)(F)F)c(OC)c1
 : 101	-0.1
> COc1ccc(-c2nc3ccccc3o2)cc1
 : 100	-0.2
> Nc1c2c(=O)[nH]c(O)cc2nn1-c1ccccc1
 : 110	0.8
> COc1ccc(NC(=O)Cc2c(C(=O)O)[nH]c3ccccc23)cc1OC
 : 108	0.8
> CSc1ccc(-c2nc3c(C)cccn3c2Nc2ccc3c(c2)OCCO3)cc1
 : 111	0.7
> O=C(CSc1ncccn1)NC(=O)NCc1ccccc1
 : 102	0.1
> CCOC(=O)/C(C#N)=C/Nc1cc(C)no1
 : 101	-0.1
> O=C(/C=C/c1ccccc1)Nc1ccc2[nH]c(=O)[nH]c2c1
 : 105	0.3
> COc1ccc(NC(=O)CSc2ccc(-c3cccs3)nn2)cc1
 : 102	-1
> CC1CCCC(C)N1Cc1c(O)ccc2c(-c3ccccc3)cc(=O)oc12 (centres undefined)
 : 104	0.4
> Oc1ccc(-c2cn3c(n2)SCC3)cc1
 : 98	-1.8
> COC(=O)c1cc(-c2cccc(OC)c2)c2c(=O)[nH]c(=O)n(C)c2n1
 : 102	0.1
> COc1cc(NC(=S)N(C)CCC#N)c(OC)cc1Cl
 : 104	0.5

# Whole records, looked up by structure:
# Entry for COc1ccc(CCNS(=O)(=O)c2ccc(F)c(C(=O)Nc3ccc(Cl)cc3)c2)cc1OC : PV pol inh: 107; PV pol inh FP z-score: -0.2
# Entry for Oc1ccc(-c2cn3c(n2)SCC3)cc1 : PV pol inh: 98; PV pol inh FP z-score: -1.8
# Entry for CCc1ccc(NC(=O)C2CCCN(C(=O)c3cnn(-c4ccccc4)c3-n3cccc3)C2)cc1 (centres undefined) : PV pol inh: 104; PV pol inh FP z-score: 0.9

# Further compounds.
# Results follow in this order: PV pol inh	PV pol inh FP z-score
> COc1ccc(CCNC(=O)Cn2nnc(C(=O)Nc3cccc(C)c3C)c2N)cc1OC
 : 99	-0.4
> Cc1ccc2c(=O)c(C(=O)c3cccc(Cl)c3)cn(CC(=O)NCc3ccc(F)cc3)c2n1
 : 105	-0.1
> CC1=C(c2cccc(Cl)c2)S(=O)(=O)NC1=O
 : 101	-0.1
> COCCNC(=O)C1CCCN(S(=O)(=O)c2ccc(OC)c(OC)c2)C1 (centres undefined)
 : 100	-0.5
> Cc1cc(C)c(C(=O)Nc2cccc3c(=O)[nH][nH]c(=O)c23)c(C)c1
 : 98	-0.4
> Nc1nc(-c2ccccc2)cc(-c2ccccc2)n1
 : 99	-0.1
> CCc1cccc(CC)c1NC(=O)COC(=O)c1ccncc1
 : 103	0.5
> CCc1nc2sc3c(N4CCC(C)CC4)ncnc3c2c2c1CCCC2
 : 101	-1.1
> COc1ccc(Cc2c(O)nc(N)[nH]c2=O)cc1
 : 103	0.5
> Cc1cc(C)c(S(=O)(=O)NCC(=O)NC2CC2)c(C)c1
 : 101	0.1
> O=C(N/N=C/c1ccncc1)c1ccc(Cn2nnc(-c3ccccc3)n2)cc1
 : 104	0.1
> CC1CN(Cc2nnc(-c3ccccc3)o2)CC(C)O1 (centres undefined)
 : 102	0.1
> CC(C)(C)C(=O)Nc1oc(-c2ccccc2)c(-c2ccccc2)c1C#N
 : 100	0
> COc1cccc(NC(=O)CSc2nnnn2C(C)C)c1
 : 103	0.3
> O=C1/C(=C/c2ccc(Cl)cc2)SC(=Nc2ccccc2)N1N1CCOCC1
 : 104	0.2
> O=C(CN1C(=O)C2CC=CCC2C1=O)NCc1ccccc1F (centres undefined)
 : 108	0.5
> CC(C)N(CCc1ccncc1)C(=O)Nc1ccc(F)cc1
 : 102	0.1
> CCOC(=O)C1=C[C@@H](OC(CC)CC)[C@H](NC(C)=O)[C@@H](N)C1
 : 100	0.1
> CCOC(=O)c1cnc2cc(C)nn2c1-c1ccccc1
 : 105	0.2
> Cc1ccc(CNC(=O)CSc2nc(=O)[nH]c3c2CCCC3)cc1
 : 108	0.4
> CCOC(=O)c1noc2ncnc(N(Cc3ccco3)C3CCN(C)CC3)c12
 : 101	-0.3
> O=S1(=O)N(Cc2ccccc2)CCCN1Cc1ccc(Cl)cc1
 : 103	0.2
> O=C(C1CC2C=CC1C2)N1CCCc2ccccc21 (centres undefined)
 : 101	-0.1
> COc1ccc(OC)c(NC(=O)Cn2cc(C(=O)c3ccccc3F)c3ccccc32)c1
 : 106	0.3
> O=C(O)c1ccccc1C(=O)N1CCN(Cc2ccccc2)CC1
 : 102	0
> CCN(C(=O)Cn1nc2c3cc(F)ccc3n(Cc3cccc(C)c3)cc-2c1=O)c1cccc(C)c1
 : 102	-1.2
> CSc1ccccc1NC(=O)c1ccccc1
 : 103	0.3
> COC(=O)c1ccc(Cn2c(SCC(=O)Nc3ccc(F)cc3)nc3ccccc32)cc1
 : 103	-0.5
> COc1ccc(S(=O)(=O)N2CCCN(CC(=O)Nc3ccc(NC(C)=O)cc3)CC2)cc1
 : 107	0.5
> CCC(=O)N1CCc2cc(Br)cc(S(=O)(=O)N3CCCC(C(=O)Nc4cccc(F)c4)C3)c21 (centres undefined)
 : 105	-0.4
> N#Cc1c(NC(=O)CCn2cnc3ccccc3c2=O)oc(-c2ccccc2)c1-c1ccccc1
 : 100	-0.5
> CCCNC(=O)Cn1cnc2sc(C(=O)N3CCC(Cc4ccccc4)CC3)c(C)c2c1=O
 : 101	-0.3
> CCCCCCCCCCCCCCCC(=O)N[C@@H](COP(=O)(O)O)C(=O)O
 : 100	0
> CCN1C(=O)NC(c2ccc(Cl)cc2)C(C(=O)OC)=C1C (centres undefined)
 : 100	-0.1
> COc1ccc(CCNC(=O)CCCn2nc(C)c3sc4ccccc4c3c2=O)cc1OC
 : 112	0.2
> Cc1ccc(N(CC(=O)NC(c2ccccc2)c2ccccc2)S(=O)(=O)N2CCCC2)cc1
 : 104	0.8
> CSc1nc(C)nc(N/C=C2\C(=O)c3ccccc3N(C)S2(=O)=O)n1
 : 104	0.6
> O=C(COC(=O)c1cc2c(s1)CCC2)c1ccc(Br)s1
 : 98	-0.7
> CCn1c(N2CCCC(C(=O)Nc3ncn[nH]3)C2)nc2ccccc21 (centres undefined)
 : 102	0.1
> COCCN1C(=O)c2[nH]nc(-c3ccccc3O)c2C1c1ccc(OCc2ccccc2)c(OC)c1 (centres undefined)
 : 106	0
> Cc1ccc(NCc2nnc(SCC(=O)c3ccc(C)cc3)n2C)cc1
 : 103	0.3
> O=C(CCn1cnc2ccccc2c1=O)Nc1ccccn1
 : 103	0.3
> COc1ccc(OC)c(CCNc2ncnc3onc(-c4ccc(Cl)cc4)c23)c1
 : 113	0.7
> Cc1nonc1C(=O)NCC(=O)O
 : 103	0.5
> Cc1c(C(=O)/C=C/N(C)C)sc(=S)n1CCc1ccc(Cl)cc1
 : 107	0.5
> CCCCCCn1nc(C(=O)OCc2nnc(-c3ccccc3)o2)c2ccccc2c1=O
 : 100	-0.4
> CCn1c(SCC(=O)Nc2cc(C)ccc2F)nnc1-c1ccccc1O
 : 110	0.6
> Cc1ccc(CNC(=O)C2(c3ccc(Cl)cc3)CCC2)n1C
 : 106	0.5
> CCOC(=O)N1CCN(c2ncc3c(n2)CC(c2ccc(OC)c(OC)c2)CC3=O)CC1 (centres undefined)
 : 108	0.8
> CCn1c2ccccc2c2cc(CN3CCN(C(=O)c4c(OC)cccc4OC)CC3)ccc21
 : 100	-0.1

# Later entries.
# Results follow in this order: PV pol inh	PV pol inh FP z-score
> CC(Sc1nnc(-c2ccc(Cl)cc2)n1C)c1nc2ccccc2c(=O)[nH]1 (centres undefined)
 : 101	-0.1
> CC1(C)C2CCC1(CS(=O)(=O)N1CCc3ccccc31)C(=O)C2 (centres undefined)
 : 106	0.3
> CCCc1cc(=O)[nH]c(Nc2ccc(OCC)cc2)n1
 : 110	1
> CC1CN(C(=O)c2cc3c(=O)n4ccccc4nc3s2)CC(C)O1 (centres undefined)
 : 100	-0.5
> O=C(c1nnc(-c2ccc(Cl)cc2)o1)C1CCCC1
 : 102	0.1
> Cc1ccc(C(=O)N2CCC(C)CC2)cc1
 : 108	0.5
> CC(CCc1ccccc1)NC(=O)CCc1nnc2ccc(N3CCOCC3)nn12 (centres undefined)
 : 104	0.6
> O=C(c1ccc(=O)[nH]c1)N1CCCSC1=Nc1cccc(C(F)(F)F)c1
 : 102	-0.1
> COC(=O)c1ccc2nc(NC(=O)CN3C(=O)CCC3=O)sc2c1
 : 75*	-5.3*
> CC(C)C(=O)Nc1ccc2c(c1)OCCO2
 : 108	0.7

# In a second layout: entries from further up
Compound: CCOC(=O)c1cnc2cc(C)nn2c1-c1ccccc1
  PV pol inh: 105	PV pol inh FP z-score: 0.2
Compound: Cc1ccc(CNC(=O)CSc2nc(=O)[nH]c3c2CCCC3)cc1
  PV pol inh: 108	PV pol inh FP z-score: 0.4

# Next results
# Results follow in this order: PV pol inh	PV pol inh FP z-score
> Cc1ccc(C)c(OC(=O)NC(C)(C(F)(F)F)C(F)(F)F)c1C
 : 100	-0.2
> CCOc1ccc2nc(NCCNC(=O)COc3ccccc3)c(C#N)cc2c1
 : 104	1.2
> CCc1ccc(NC(=O)c2cccc3c2C(=O)N(C2CCCCC2)C3)cc1
 : 102	-0.1
> COc1ccc(-c2noc(CCC(=O)NC3CCN(Cc4ccccc4)CC3)n2)cc1
 : 100	-0.1
> CCOC(=O)CSc1nc(-c2ccc(F)cc2)cc(C(F)(F)F)c1C#N
 : 98	-1.8
> CCC1CCCCN1S(=O)(=O)c1ccc(C(=O)Nc2sc3c(c2C(N)=O)CCC3)cc1 (centres undefined)
 : 106	-0.3
> CC(=O)N1c2ccccc2C(=O)C1N1CCN(c2cc(Cl)ccc2C)CC1 (centres undefined)
 : 104	-0.7
> Cc1cc(Cl)ccc1OCC(=O)N(Cc1ccc(N(C)C)cc1)CC1CCCO1 (centres undefined)
 : 103	-0.6
> C/C(=N\NC(=S)NCc1ccccc1)c1ccc(S(=O)(=O)NCc2ccco2)cc1
 : 109	0.7
> Cc1cc(C)cc(-n2ccn(Cc3ccc(F)cc3)c(=O)c2=O)c1
 : 102	-0.8
> COCCn1cc(C(=O)O)c2ccccc21
 : 99	-1
> COc1ccc(CCN2C(=O)CSC2c2ccc3cccc(O)c3n2)cc1OC (centres undefined)
 : 101	0.3
> CCCNC(=O)c1cc2c(Cl)ccc3c2n1CCO3
 : 105	1.5
> C=CCNc1nc(C(=O)OCC(=O)N2CCN(c3ccc(OC)cc3)CC2)cs1
 : 100	-0.7
> CC1(C)[C@H]2CCC1(CS(N)(=O)=O)C(=O)C2
 : 107	0.6
> NS(=O)(=O)c1ccc(CNC(=O)CNC(=O)Cc2ccccc2)cc1
 : 99	0.2
> O=C(CCC1CCCC1)N1CCN(C(=O)COc2ccccc2)CC1
 : 104	0.1
> COC(=O)c1ccccc1NC(=O)Cn1cnc2sc(C)c(S(=O)(=O)N3CCC(C)CC3)c2c1=O
 : 105	0.2
> Cc1ccc2c(c1)-c1nc3nc(N)[nH]c(=O)c3cc1C(O)O2 (centres undefined)
 : 105	0.4
> O=C1C(=O)N(C2CCN(S(=O)(=O)c3ccccc3)CC2)CCN1Cc1ccccc1
 : 108	0.2
> N#Cc1cccc(N=Cc2ccc3c(c2)OCO3)c1
 : 108	0.5
> c1ccc(CSc2nnc(Cc3ccccc3)o2)cc1
 : 100	-0.1
> CC(=O)Nc1cc(C(=O)NCc2ccc(F)cc2)ccc1S(=O)(=O)c1ccc(C)cc1
 : 109	-0.3
> CCOC(=O)C(C(=O)Nc1cccc(C)n1)C1CCCCC1 (centres undefined)
 : 104	0.5
> COc1cc(OC)c(C=Nc2ccccc2)cc1Br
 : 105	0.3
> COc1ccc(-c2nn(-c3ccccc3)cc2C(=O)Oc2ccccc2)cc1OC
 : 102	0
> O=C(O)c1cnc(N2CCCCC2)nc1
 : 99	-0.7
> O=C(c1ccncc1)N(Cc1ccc2c(c1)OCO2)C1CCCC1
 : 124	3.5
> O=C1c2ccc(-c3nc4ccccc4c(=O)o3)cc2C(=O)N1c1ccc2c(c1)OCO2
 : 101	0.5
> O=c1[nH]c(Nc2nc3ccccc3o2)nc(O)c1Cc1ccccc1
 : 95	-0.7
> COc1ccc(OC(=O)C2CCN(S(=O)(=O)c3cccc4nsnc34)CC2)cc1
 : 107	0.5
